# Compound activity (PubChem)
# Myeloid diff 2: induction of myeloid progenitor differentiation, primary screen, cell-based, flow cytometry, MLPCN library; ER-HoxA9 myeloid progenitors, lysozyme-GFP differentiation; calls only at 10 µM; 360,000 compounds, 1% hits;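 active means normalized GFP-positive differentiation at or above the plate's own cutoff, the solvent-only control mean plus 3 SD; inconclusive means no clear call, values can overlap the other calls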;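 further: cells exposed to compound for four days before flow analysis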
# KOR beta-arrestin-1: KOR antagonists, beta-arrestin recruitment, cell-based, luminescence, uHTS (AID 1778); Kappa-type opioid receptor (Homo sapiens); KOR beta-arrestin recruitment, luminescence, antagonist mode; higher % means a stronger effect; one-dose inhibition, % at 10 µM; IC50 in µM for titrated hits; 290,000 compounds, 0.091% hits; further: strong numbers were not always called active
# T cell HTS: modulators of CD8 T cell-vesicle binding, primary screen, mouse 2C CD8+ T cells, flow cytometry; 2C CD8+ T cell-vesicle binding; stronger effect = lower value; calls only at 7 µM; 330,000 compounds, 0.068% hits;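 active means response, share of CD8 T cells binding vesicles, and their 90th percentile fluorescence all below set limits, cut at about 80% in these data, passing the limit was not always enough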
#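 Read-out – percent CD8+ FL2 mean versus row control · System – murine 2C transgenic CD8+ T lymphocytes · Times – 1.5 h cell–vesicle binding at 37 °C, then 20 min icy labelling · Control set – naked vesicles low, QL9 vesicles with vehicle high · Detection – cytometric PE anti-B7-1 and Alexa647 anti-CD8 signals after 1% paraformaldehyde fixation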
# NTR1 agonist: agonists of NTR1, primary screen, imaging, U2OS cells, beta-arrestin-GFP, high content (AID 493036). NTR1-U2OS beta-arrestin-GFP spot imaging, agonist mode. activation, % at 20 µM. 330,000 compounds, 0.17% hits;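 active means activation at or above 40% of the spot to cytoplasm intensity ratio, with at least 20 cells analyzed; inconclusive means wells under 20 cells, flagged as cytotoxic or low count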;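 further: 0% = DMSO without peptide and 100% = 100 nM NTR1 peptide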
# Target sequence (P30989 whole entry, looked up): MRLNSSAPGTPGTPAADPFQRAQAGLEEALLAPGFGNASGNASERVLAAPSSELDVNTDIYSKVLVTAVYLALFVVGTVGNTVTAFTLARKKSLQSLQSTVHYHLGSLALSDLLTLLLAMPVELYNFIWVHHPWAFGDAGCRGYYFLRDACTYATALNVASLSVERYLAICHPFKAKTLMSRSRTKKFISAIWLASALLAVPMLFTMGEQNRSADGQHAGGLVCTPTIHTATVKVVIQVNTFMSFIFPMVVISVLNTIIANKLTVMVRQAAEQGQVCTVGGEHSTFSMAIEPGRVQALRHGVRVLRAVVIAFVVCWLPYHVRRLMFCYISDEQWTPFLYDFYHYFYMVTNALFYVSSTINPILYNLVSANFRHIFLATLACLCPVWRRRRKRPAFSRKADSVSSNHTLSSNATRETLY
# GPR55 beta-arrestin: GPR55 agonists via beta-arrestin recruitment, primary screen, imaging, U2OS cells, beta-arrestin-GFP redistribution (AID 1961); U2OS GPR55 beta-arrestin-GFP redistribution imaging; higher % means a stronger effect; G-protein coupled receptor 55 (Homo sapiens); 290,000 compounds, 0.048% hits; activation, % at 10 µM; hits with a dose series show EC50 in µM;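 active means activation above 40% with more than 50 cells counted in the well; inconclusive means wells holding fewer than 50 cells, flagged as toxic or sparse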;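 further: U2OS osteosarcoma cells stably expressing GPR55 and beta-arrestin-GFP; plate controls were DMSO negative control for no effect and LPI positive control for full effect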
# NOD1 NF-kB reporter: NOD1 signaling inhibitors, primary screen, cell-based, luminescence, uHTS (AID 1578); 290,000 compounds, 1% hits; NOD1-driven NF-kB luciferase reporter cells, luminescence; higher % means a stronger effect; inhibition, % at 4 µM; hits with a dose series show EC50 in µM; in the data active means inhibition mostly above about 36%, no sharp cut-off; inactive means mostly below about 34%;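 further: HEK-293T reporter cells stimulated with the NOD1 agonist gamma-tri-DAP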
# KOR beta-arrestin-2: KOR agonists, beta-arrestin recruitment, primary screen, cell-based, luminescence, uHTS (AID 1777); KOR beta-arrestin recruitment, luminescence; higher % means a stronger effect; one-dose activation, % at 10 µM; EC50 in µM for titrated hits; Kappa-type opioid receptor (Homo sapiens); 280,000 compounds, 0.02% hits; in the data active means activation above about 50%, passing the limit was not always enough; further: a part of the inactive calls stands beside numbers as strong as those of hits
# GPR55 antagonists: GPR55 antagonists blocking LPI-driven arrestin recruitment, primary screen, imaging, U2OS, beta-arrestin-GFP, LPI agonist (AID 2013). one-dose inhibition, % at 10 µM; IC50 in µM for titrated hits. U2OS GPR55 beta-arrestin-GFP translocation imaging, LPI antagonism; higher % means a stronger effect. 290,000 compounds, 0.13% hits. G-protein coupled receptor 55 (Homo sapiens);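 active means spots per cell inhibited over 60%, with over 100 cells counted and total cytoplasm intensity under 500,000; inconclusive means wells with under 100 cells, flagged as likely toxic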;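 further: U2OS cells stably carrying GPR55 and arrestin-GFP stimulated by 5 µM LPI near EC80; imaged beta-arrestin-GFP aggregate spots per cell after agonist stimulation; plate controls were LPI-stimulated DMSO wells for no effect and DMSO wells without LPI for full effect; some results filed as inactive read as strong as hits; confirmed hits need IC50 under 10 µM and bright autofluorescent wells are also inconclusive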
# NOD2 inhibition: NOD2 signaling inhibitors, cell-based, luminescence, uHTS, HEK293 (AID 1566) | 290,000 compounds, 0.63% hits | HEK293 NOD2/NF-kB luciferase reporter, luminescence; higher % means a stronger effect | inhibition, % at 4 µM, or EC50 in µM where a hit was titrated; further: many of its hits are not listed in these tables
# T cell HTS vesicle-bound %: recorded beside T cell HTS, whose call it bears; double positive events, %; measured here: CD8+ vesicle-bound cell fraction;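 binding gate set so that unloaded-vesicle control wells show 10% double positive cells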
# NTR1 agonist cell count 20 µM: second read-out of NTR1 agonist, no call of its own (marks repeat the call); cell count; measured here: cell count, cytotoxicity flag
# Myeloid diff 2 GFP+ MAC1+ %: also measured in Myeloid diff 2; calls as there; GFP+ MAC1+ double positive, %; measured here: differentiation confirmed by MAC1 staining
# An asterisk follows results filed as active; i = inactive; ? = inconclusive; nt = not tested or not shown; + = active, no number; [ ] = another dose, or the depositor's remark. Unless noted, no stated cut-off is given here; in the data, active means inhibition above about 50%; inactive means the rest. These rows are one share of the data (hit frequency here may not be typical).
SMILES,Myeloid diff 2,Myeloid diff 2 GFP+ MAC1+ %,KOR beta-arrestin-1,T cell HTS,T cell HTS vesicle-bound %,NTR1 agonist,NTR1 agonist cell count 20 µM,GPR55 beta-arrestin,NOD1 NF-kB reporter,KOR beta-arrestin-2,GPR55 antagonists,NOD2 inhibition
CC(NC(=O)CCl)c1ccccc1Br (configuration not stated),i,1.0,16%,i,19,1.4,56,0.0%,6%,-3.2%,4%,-46%
O=C(COC(=O)c1cc([N+](=O)[O-])ccc1NCCO)c1ccccc1,i,0.6,-25%,i,33,6.3,79,1.0%,56%,-0.1%,-1%,16%
Cc1cccc(NC(=O)CNC(=O)c2ccccc2Cl)n1,i,1.8,5%,i,62,-0.1,47,0.0%,-32%,-0.5%,7%,-9%
O=C(COC(=O)CCc1nc2ccccc2c(=O)[nH]1)NC(=O)NC1CCCC1,i,0.4,-24%,i,46,1.2,47,-0.1%,-30%,14%,2%,6%
Cc1cc(C)c2c(c1)c(C)cc1nnc(SCC(=O)c3cccs3)n12,i,0.6,0%,i,53,1.5,98,-0.1%,-16%,2.9%,4%,14%
CSC[C@H](NC(=O)COc1cc2c(c3oc(=O)c(C)c(C)c13)CCC(C)(C)O2)C(=O)O,i,1.2,-15%,i,6,-0.8,84,0.4%,1%,4.9%,-2%,7%
COc1ccc(-c2nc(CS(=O)CC(=O)NCCN3CCCCC3C)c(C)o2)cc1OC (configuration not stated),?,nt,-4%,i,14,1.4,53,0.9%,-5%,1.8%,0%,17%
COC(=O)c1ccccc1NC(=O)c1ccnn1C,i,0.3,3%,i,33,-1.1,94,0.8%,-29%,-2.3%,14%,-2%
NS(=O)(=O)c1ccc(CCNC(=O)CSc2nc3ccsc3c(=O)n2CC2CCC(C(=O)O)CC2)cc1 (configuration not stated),i,0.3,-15%,i,15,1.0,46,0.1%,-10%,-0.4%,1%,25%
NC(=O)COC(=O)c1ccc(Oc2ccccc2)cc1,i,0.4,-34%,i,46,-1.7,87,0.2%,0%,0.1%,-10%,19%

# 2 successive records already listed:
SMILES,Myeloid diff 2,Myeloid diff 2 GFP+ MAC1+ %,KOR beta-arrestin-1,T cell HTS,T cell HTS vesicle-bound %,NTR1 agonist,NTR1 agonist cell count 20 µM,GPR55 beta-arrestin,NOD1 NF-kB reporter,KOR beta-arrestin-2,GPR55 antagonists,NOD2 inhibition
NS(=O)(=O)c1ccc(CCNC(=O)CSc2nc3ccsc3c(=O)n2CC2CCC(C(=O)O)CC2)cc1 (configuration not stated),i,0.3,-15%,i,15,1.0,46,0.1%,-10%,-0.4%,1%,25%
NC(=O)COC(=O)c1ccc(Oc2ccccc2)cc1,i,0.4,-34%,i,46,-1.7,87,0.2%,0%,0.1%,-10%,19%

# (more compounds)
SMILES,Myeloid diff 2,Myeloid diff 2 GFP+ MAC1+ %,KOR beta-arrestin-1,T cell HTS,T cell HTS vesicle-bound %,NTR1 agonist,NTR1 agonist cell count 20 µM,GPR55 beta-arrestin,NOD1 NF-kB reporter,KOR beta-arrestin-2,GPR55 antagonists,NOD2 inhibition
Cc1ccc(-n2c(SCC(N)=O)nnc2-c2cnccn2)cc1,i,0.1,-15%,i,26,0.5,52,-0.3%,4%,0.2%,1%,22%
CCOc1ccc(C(=O)Nc2cccc3ncccc23)cc1Br,i,0.9,22%,i,45,4.8,41,-0.1%,42%,2.9%,6%,4%
Cc1sc(NC(=O)CSc2nnc(N)s2)c(C#N)c1C,i,0.7,-31%,i,52,0.2,40,-0.2%,-9%,1.2%,-8%,-1%
Cc1ccc(C(=O)NC(=S)NCc2cccnc2)c(C)c1,i,0.4,-10%,i,38,-0.7,43,0.1%,-44%,-0.8%,50%,-1%
COc1ccccc1CNC(=O)c1ccc(CS(=O)(=O)c2ccccc2)o1,i,1.4,35%[20 µM],i,37,-3.3,53,-0.3%,-28%,-4.1%,8%,-10%
O=C(CSc1nnc(-c2ccccc2)n1-c1ccc(Cl)cc1)NNC(=S)Nc1ccccc1,i,0.2,-10%,i,39,0.3,55,0.6%,35%,-7.8%,0%,5%
C=CCN(c1ccccc1C(=O)O)S(=O)(=O)/C=C/c1ccccc1,i,0.2,12%,i,45,0.4,55,-0.3%,-37%,1.2%,9%,8%
O=C(NNC(=O)c1ccc(Oc2cc(Cl)cc(Cl)c2)o1)c1ccccc1,i,0.5,4%,i,10,0.4,45,-0.2%,9%,5.3%,8%,10%
O=C(COc1cccc(-n2cnnn2)c1)Nc1ccc([N+](=O)[O-])cc1,nt,nt,6%,i,27,0.4,54,-0.1%,-13%,-1.3%,11%,-15%
O=C1c2ccccc2C(Nc2ccc(S(=O)(=O)N3CCCCCC3)cc2)N1c1ccccn1 (configuration not stated),i,2.7,-8%,i,38,3.2,42,-0.2%,-19%,-2.8%,-7%,-6%
Cc1cc(NC(=O)CSc2nnc(CNC(=O)c3c(F)cccc3F)o2)no1,i,2.4,-11%,i,69,0.0,64,-0.1%,-14%,4.9%,8%,-3%
CCOC(=O)/C=C1\SCC(=O)N1CC(=O)NC12CC3CC(CC(C3)C1)C2,+,6.5*,-7%,i,66,-1.3,56,0.2%,2%,-6.0%,0%,3%
C/[N+]([O-])=C\CC(=O)c1ccc(-c2ccccc2)cc1,i,0.2,18%,i,44,1.0,105,0.7%,-42%,-2.2%,-3%,-5%
O=C(OCCN1CCCCC1)c1ccc(Cl)cc1,i,0.9,-4%,i,58,0.5,44,-0.1%,-7%,7.1%,-8%,-6%
CC(=O)C1=C(O)C(=O)N(CCc2c[nH]c3ccccc23)C1c1cccc(O)c1 (configuration not stated),i,0.8,-33%,i,39,-1.2,103,-0.1%,-19%,2.3%,1%,1%
NS(=O)(=O)c1ccc(CCNC(=S)NC2CCCCC2)cc1,i,0.3,42%,i,52,2.0,57,-0.1%,-1%,-1.6%,-3%,18%
COc1cc(NC(=S)NCc2cccnc2)cc(OC)c1,i,0.0,24%,i,33,-1.2,80,0.3%,9%,-4.0%,14%,5%
Oc1ccccc1Nc1ncnc2c1oc1ccccc12,i,1.2,27%,i,52,2.7,52,-0.2%,-22%,-13%,0%,-24%
COc1ccc(S(=O)(=O)c2c(C)c(NS(=O)(=O)c3ccccc3)cc(C)c2O)cc1,i,0.3,-20%,i,43,1.8,56,0.5%,30%,6.7%,-2%,4%
COc1ccc(NC(=O)COc2ccc3c(c2)OCO3)cc1,i,0.5,-19%,i,22,2.0,54,0.0%,-15%,-1.7%,7%,-23%
Cc1ccnn1C(C)C(=O)O (configuration not stated),i,0.5,-3%,i,42,1.7,30,1.4%,-54%,-3.5%,5%,8%
CCCCNC(=O)Nc1c(C)cc(SC#N)cc1C,i,0.5,1%,i,58,1.7,111,0.0%,-26%,0.9%,-9%,17%
COc1ccc(OC)c(NC=C2C(=O)OC3(CCCCC3)OC2=O)c1,i,1.0,-23%,i,22,6.8,91,-0.1%,-15%,6.3%,-8%,-14%
CC(=O)c1c(NC(=O)c2ccccc2)[nH]c(-c2ccccc2)nc1=S,+,3.1*,41%,i,11,0.2,54,-0.1%,-23%,-5.8%,12%,24%
NC(=O)c1cc2cc([N+](=O)[O-])ccc2oc1=O,i,1.0,26%,i,24,1.0,65,-0.2%,-5%,-1.9%,20%,28%
O=C(Nc1ccccc1Cl)Nc1ccnn1C1CCN(C(=O)CCN2CCCO2)CC1,i,0.5,-34%,i,8,0.4,65,-0.3%,-16%,2.3%,3%,-2%
CCOc1ccccc1Nc1nnc(SCC(=O)Nc2nc(-c3ccc(OC)cc3)cs2)s1,i,0.3,-26%[20 µM],i,56,0.6,69,0.2%,-20%,-0.6%,-10%,2%
N#C/C(=C/c1ccc(-c2ccc(Br)cc2)o1)C(=O)NC1CCCCC1,?,nt,-6%,i,51,2.8,64,-0.2%,-14%,0.4%,10%,9%
Cc1ccc(-n2c(Cc3cccn3C)nnc2SCC(=O)NC2CCCCC2)cc1,i,13,0%,i,27,0.4,62,-0.1%,-27%,-1.1%,22%,16%
CCCCNC(=O)C1CCCN1C(=O)Nc1ccccc1 (configuration not stated),i,0.6,14%,i,33,0.9,90,-0.5%,-46%,-7.9%,-7%,1%
COc1ccc(CCNC(=O)CN(c2cc(C)cc(C)c2)S(=O)(=O)c2c(C)noc2C)cc1OC,?,nt,10%,i,26,1.2,67,-0.2%,-27%,-0.7%,0%,-7%
Cc1ccccc1C(=O)c1c[nH]c(C(N)=O)c1,i,0.5,-18%,i,36,1.3,57,0.3%,-20%,5.0%,18%,-3%
COC(=O)CC1(c2ccccc2)C(=O)c2ccccc2C1=O,i,0.3,6%,i,29,0.9,71,-0.2%,-2%,-5.2%,17%,16%
O=C(NCCCl)Nc1cccc(Br)c1,i,0.2,-44%[20 µM],i,30,1.4,48,0.0%,-16%,nt,5%,-4%
COc1ccc(-n2nnc3c(=O)n(CC(=O)OCc4ccccc4)cnc32)cc1,i,4.0,12%,i,22,2.7,57,-0.1%,-20%,-4.9%,17%,6%
N#C/C(=C\c1cccnc1)C(=O)Nc1ccc(Cl)cc1,i,1.3,20%,i,19,0.8,60,-0.2%,-8%,-5.7%,-14%,7%
Cn1cccc1/C=N/NC(=O)c1cccs1,i,5.5,36%,i,22,-1.1,53,-0.2%,-42%,-5.1%,3%,-6%

# Arranged by the number under NOD1 NF-kB reporter (high to low): 3 from the list above.
SMILES | Myeloid diff 2 GFP+ MAC1+ % | KOR beta-arrestin-1 | T cell HTS | T cell HTS vesicle-bound % | NOD1 NF-kB reporter | KOR beta-arrestin-2 | NOD2 inhibition
O=C(NCCCl)Nc1cccc(Br)c1 | 0.2 | -44%[20 µM] | i | 30 | -16% | nt | -4%
COc1ccc(-n2nnc3c(=O)n(CC(=O)OCc4ccccc4)cnc32)cc1 | 4.0 | 12% | i | 22 | -20% | -4.9% | 6%
Cn1cccc1/C=N/NC(=O)c1cccs1 | 5.5 | 36% | i | 22 | -42% | -5.1% | -6%
